# D1 PAM: Potentiators of Human D1 Dopamine Receptor: qHTS; AID 504651, 2011; 0.036% of 360,000 active; potentiation, % at 10 µM; D(1A) dopamine receptor (Homo sapiens), P21728; HEK293 TREx D1 cells, calcium flux, dopamine EC20 potentiation; in the data active = potentiation above about 30%; also: 0% is about no effect
# Vif-A3G inh: qHTS for Inhibitors of Vif-A3G Interactions: qHTS; Potency, µM (top dose mostly 46.1 µM), inactives show at the highest dose activity, negative = active, most hits filed as inhibitors; AID 602310, 2012; HeLa A3G-eYFP + Vif (tagged APOBEC3G with the HIV-1 protein that degrades it), YFP fluorescence, overnight; 0.076% of 410,000 active;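 also: potency is read from the fitted curve at half-maximal effect; % is scaled to controls: 0 for no effect and ±100 for the full control effect; nearly all actives have a fitted effect of over 60% in size; hits raise eYFP signal because A3G escapes Vif-driven loss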
#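 HeLa cells stably expressing Vif and C-terminally eYFP-tagged A3G, seeded overnight at 37 deg C, then exposed to compound by pintool overnight at 37 deg C. Rise in yellow fluorescence (Ex 488/Em 500-530, Acumen) marks blocked Vif-driven A3G degradation.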
# LDHA block: qHTS assay for inhibitors of human lactate dehydrogenase | purified LDHA, NADH/diaphorase-resazurin fluorescence; active compounds read low | L-lactate dehydrogenase A chain (Homo sapiens), P00338 | activity change, % (values are at about 110 or 230 µM) | 0.15% of 480,000 active; in the data active = activity change below about -30%; inconclusive = mostly about -25% to -30%;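 also: plate controls were DMSO wells for no effect and wells without enzyme for full effect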
#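 Resorufin fluorescence (ex540/em590), read at 0 and 20 min after diaphorase/resazurin addition, reports the NADH left after a 5 min room-temperature reaction of 2 nM human LDH5 with 0.06 mM NADH and 0.2 mM pyruvate.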
# D2 PAM: HTS Assay for Positive Allosteric Modulators of the Human D2 Dopamine Receptor: Primary Screen for Potentiators; HEK293 T-REx D2, calcium flux, EC20 dopamine potentiation; potentiation, % at 10 µM; 0.34% of 340,000 active; AID 485347, 2010;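 active = potentiation over 3 SD above the plate norm, cut at about 30% in these data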; also: 0% is about no effect
#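 Tetracycline-induced HEK293 T-REx cells force-coupled to calcium signalling expressed D2; compounds were pin-added after a 10 s baseline, read kinetically 180 s, then an EC20 dopamine challenge followed with a further 180 s calcium read.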
# Vif-APOBEC3F blk: qHTS for Inhibitors of Vif-A3F Interactions: qHTS; HeLa A3F-eYFP + Vif (tagged APOBEC3F with the HIV-1 protein that degrades it), YFP fluorescence increase; Potency, µM (titrated, usually from 46.1 µM), for the others: at the top dose activity, negative = active; 0.2% of 390,000 active; AID 602313, 2012; also: potency is read from the fitted curve at half-maximal effect; % of control where 0% means no effect; nearly all actives have a fitted effect of over 65% in size
#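 HeLa cells stably expressing A3F-eYFP plus Vif, plated and incubated overnight at 37 deg C, then exposed to compounds overnight at 37 deg C. Blocked degradation read as raised yellow fluorescence (Ex 488/Em 500-530).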
# RXFP1 ag: qHTS Assay for Agonists of the Relaxin Receptor RXFP1; 0.3% of 370,000 active; HEK293T-RXFP1 cAMP TR-FRET, 30 min; response scale: percent of porcine relaxin response, buffer zero; Potency, µM (series often up to 57.5 µM), for inactives: at the highest dose activation, most hits filed as activators; also: potency is read from the fitted curve at half-maximal effect; % is scaled to controls: 0 for no effect and ±100 for the full control effect; nearly all actives have a fitted effect of over 60% in size; many of its hits are not listed in these tables
# Target sequence (Q9HBX9 whole entry, looked up): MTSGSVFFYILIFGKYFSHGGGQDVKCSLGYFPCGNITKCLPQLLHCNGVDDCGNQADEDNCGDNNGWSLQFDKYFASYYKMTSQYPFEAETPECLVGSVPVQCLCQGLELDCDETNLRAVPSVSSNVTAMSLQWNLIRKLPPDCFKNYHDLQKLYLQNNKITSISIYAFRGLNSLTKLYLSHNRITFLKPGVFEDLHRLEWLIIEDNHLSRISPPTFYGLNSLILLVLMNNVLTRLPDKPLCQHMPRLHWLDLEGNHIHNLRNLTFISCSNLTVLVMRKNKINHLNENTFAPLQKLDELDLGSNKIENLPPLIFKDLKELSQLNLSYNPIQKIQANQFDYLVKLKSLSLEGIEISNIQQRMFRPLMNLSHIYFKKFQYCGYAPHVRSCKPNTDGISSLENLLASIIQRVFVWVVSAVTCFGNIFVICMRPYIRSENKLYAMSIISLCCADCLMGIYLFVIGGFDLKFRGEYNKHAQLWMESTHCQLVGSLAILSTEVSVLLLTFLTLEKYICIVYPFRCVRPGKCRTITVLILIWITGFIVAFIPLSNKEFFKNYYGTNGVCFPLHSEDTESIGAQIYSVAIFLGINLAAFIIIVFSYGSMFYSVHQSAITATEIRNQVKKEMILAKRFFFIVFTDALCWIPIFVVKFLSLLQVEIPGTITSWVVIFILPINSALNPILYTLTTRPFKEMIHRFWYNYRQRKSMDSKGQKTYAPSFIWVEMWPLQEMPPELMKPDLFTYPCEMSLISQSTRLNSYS
#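 HEK293T cells stably expressing RXFP1 were pretreated with the PDE4 inhibitor Ro 20174, exposed to compounds for 30 min at 37C, lysed, and cAMP was read by TR-FRET. Data normalized to buffer (basal) and 29 nM porcine relaxin (100%).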
# Glioma ERSR ind: qHTS for Inducers of the Endoplasmic Reticulum Stress Response (ERSR) in Human Glioma: qHTS; U87-MG GRP78 promoter luciferase reporter, 16 h; 0.02% of 420,000 active; Potency, µM, for the others: at the top dose activation, hits mostly activators; also: potency is read from the fitted curve at half-maximal effect; series mostly up to about 76 µM; % of control where 0% means no effect; nearly all actives have a fitted effect of over 35% in size
#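 Stably transfected U87-MG human glioma cells carrying a GRP78-based luminescent sensor were seeded at 1000 cells/well, pin-dosed with compounds and incubated 16 h. Luciferase reagent was then added, and end-point luminescence was read after 10 min at room temperature.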
# D1 antag: Antagonist of Human D 1 Dopamine Receptor: qHTS. D(1A) dopamine receptor (Homo sapiens), P21728. HEK293 TREx D1 cells, calcium flux, dopamine EC80; active compounds read low. activity change, negative = inhibition, % at 10 µM. 3.2% of 360,000 active. AID 504652, 2011; in the data active = activity change below about -30%; also: % is scaled to controls: 0 for no effect and ±100 for the full control effect
#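 Using tetracycline-induced force-coupled D1 Hek293 cells and a calcium dye, signals were followed for 180 s after compound, then for 180 s after EC80 dopamine, to detect inhibitors.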
# D1 agonist: Allosteric Agonists of the Human D1 Dopamine Receptor: qHTS; HEK293 T-REx D1 cells, calcium flux, agonist mode; activation, % at 2 µM; 1% of 360,000 active; AID 504660, 2011; in the data active = activation above about 30%; also: 0% is about no effect
#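 Agonism was scored from calcium flux recorded over 180 s (1 read/s) after pintool compound addition, following a 10-cycle baseline. Cells were inducible force-coupled HEK293 TREx D1, plated overnight at 30 C and loaded with no-wash calcium dye.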
# Active calls of the source: *; ? = inconclusive; / = no result given; & = joins results of further samples. Unless noted, calls follow the shape of the dose curve; as a rule, active = well fitted curve in the direction sought with a large enough effect; inconclusive = small, poorly fitted or top-dose-only effect, or another doubt; inactive = no such curve, though single readings can be large; an effect the other way counts as inactive or inconclusive. Not all compounds are listed; rates above refer to the full screens.
SMILES | D1 PAM | Vif-A3G inh | LDHA block | D2 PAM | Vif-APOBEC3F blk | RXFP1 ag | Glioma ERSR ind | D1 antag | D1 agonist
NC(=O)/C(=C/c1ccco1)NC(=O)/C=C/c1ccccc1 | 4 | 1% | 1 | 7 | 1% | -0.5% | -7% | -5 | 3
CCOC(=O)c1cc(C)n(CC2CCC(C(=O)Nc3cc(OC)cc(OC)c3)CC2)c1C (stereo not given) | 2 | 4% | 0 | -7 | -1% | 0.6% | 2% | -5 | 3
O=C(CSc1nnc2ccc(-c3ccncc3)nn12)N1CCCCC1 | -4 | 0% | 1 | 6 | 0% | 16% | -5% | 7 | 1
Cc1cc(NC(=O)CN2C(=O)NC3(CCCCC3)C2=O)no1 | -5 | -6% | -5 | 9 | 6% | 2.1% | -2% | 0 | 0
O=C(NCc1ccccc1)c1cccc(COc2ccc(Cl)cc2)c1 | -8 | 1% | 3 | -1 | -10% | -0.4% | -12% | 0 | 38*
COc1ccccc1C(=O)Nc1ccc(NC(=O)c2cccs2)cc1 | 1 | 1% | -2 | -6 | 2% | 0.4% | -2% | -9 | 0
CCOC(=O)C1=C(C)Nc2nnnn2C1c1cccc(OC)c1OC (stereo not given) | 0 | 1% | -11 | 3 | -1% | 2.3% | -2% | 23 | 0
Cc1ccccc1/C=C1\SC(=S)N(/N=C/c2cc([N+](=O)[O-])ccc2O)C1=O | -10 | -2% | -7 | 11 | 1% | -1.7% | -4% | -21 | 18
CC(C)Cc1nc(SCC(=O)N2CCCC2)c2c(=O)n(C)c(=O)n(C)c2n1 | -1 | -4% | 1 | -1 | -9% | 1.1% | 0% | -8 | 2
CCOC(=O)N1CCC(N2CCN(Cc3ccccc3)C(CCO)C2)CC1 (stereo not given) | -5 | 1% | -8 | -13 | -3% | 0.2% | -3% | -5 | 3
COc1ccc(C2CC(c3ccco3)n3ncnc3N2)cc1 (stereo not given) | 3 | 1% | -3 | 0 | 0% | -0.4% | -2% | 8 | 1
c1cc(Nc2ncnc3sccc23)cc(-c2nnc3n2CCCCC3)c1 | 2 | -7% | -13 | -6 | 0% | 7.9% | ? | 6 | 2
CCN(CC)C(=O)Cn1c(=O)oc2ccccc21 | -6 | 1% | -6 | -4 | 0% | 0.1% | -8% | 0 | 1
O=C(CN1C(=O)c2ccc([N+](=O)[O-])cc2C1=O)NCc1ccc(C(=O)O)cc1 | -2 | -1% | 1 | 0 | -11% | 1.1% | -2% | 4 | 1
C/C(=N\NC(=O)c1ccc(Br)cc1)c1cccc(NC(=O)c2cccnc2)c1 | 3 | -9% | -6 | -18 | 0% | 3.2% | 8% | -4 | 2
O=C(NCCc1csc(-c2cccnc2)n1)c1cccs1 | -7 | -1% | -5 | 9 | 1% | -3.2% | -1% | -1 | 3
Cc1ccc(C)c(C(=O)CSc2n[nH]c(C(C)C)n2)c1 | -8 | -6% | 5 | 1 | -3% | 1.0% | -2% | -1 | 2
Cc1ccc(NC(=O)NNC(=O)COc2ccc3ccccc3c2)cc1 | -5 | 0% | -5 | 9 | -31% | 12% | -4% | 2 | 0
COc1ccc(S(=O)(=O)Nc2ccc3c(c2)COC3=O)cc1OC | -10 | 0% | 0 | 5 | 4% | 1.3% | 2% | 7 | 4
CN(Cc1ccc(F)cc1)C(=O)CN1CCN(S(=O)(=O)c2ccc3c(c2)OCCCO3)CC1 | / | 4% | -1 | / | 0% | / | -4% | / | /
COc1cc2ccccc2cc1C(=O)NC1CCCC1 | / | -2% | -1 | / | -12% | / | 7% | / | /
COc1ccc(CNC(=O)c2cc(Nc3ccc(C)cc3C)nc3ccccc23)cc1 | 2 | -3% | 0 | -19 | 3% | 8.2% | -4% | 5 | 2
Cc1ccc(N2C(=O)CC(Cn3nc(C)cc3C)C2=O)cc1 (stereo not given) | -4 | 4% | -2 | 3 | -3% | 0.3% | -7% | 13 | 3
COC(OC)C12c3ccccc3C(c3ccccc31)C1C(=O)N(c3cccnc3)C(=O)C12 (stereo not given) | -7 | -3% | -6 | -3 | -5% | -0.3% | -4% | -14 | -1
CCOC(=O)c1c(C)cc(C)n2c1nc1ccccc12 | 0 | -6% | -7 | -1 | -1% | 1.4% | 1% | 8 | 1
O=C1C=C(c2ccccc2)C[C@@H](c2ccc3c(c2)OCO3)C1 | 7 | -2% | -4 | -4 | 7% | 0.5% | 4% | 0 | 4
CCOC(=O)c1[nH]nc(-c2cc(CC)c(O)cc2O)c1-c1cscn1 | -5 | 2% | 6 | 0 | -1% | -1.2% | -5% | 22 | 2
Cc1ccc2c(c1)c(/C=C/c1cc[n+](C)cc1)c(C)n2C | 1 | ? | 4&20 | 10 | -91% | -1.9% | 0% | -2 | 1
COC(=O)C1CSC(C(=O)OC)N1C(=O)Nc1ccc(Cl)cc1 (stereo not given) | 1 | -1% | -8 | -1 | 0% | -0.1% | -5% | -17 | 5
CCSc1oc(-c2ccc(F)cc2)nc1S(=O)(=O)c1ccc(C)cc1 | 1 | -4% | 7&-1 | -9 | 0% | -1.2% | -1% | 7 | 21

# Next section.
# Value order: D1 PAM	Vif-A3G inh	LDHA block	D2 PAM	Vif-APOBEC3F blk	RXFP1 ag	Glioma ERSR ind	D1 antag	D1 agonist
- CCOC(=O)c1c(N=CN(C)C)c(C#N)c2n1CCCC2
→ 4	1%	5	-3	/	2.1%	-5%	15	0
- Cc1c(NC(=O)C2(C)CCCCC2)c(=O)n(-c2ccccc2)n1C
→ -6	0%	-3	-6	1%	1.6%	2%	-26	2
- Cc1ccc(Oc2ccccc2/C=C2\SC(=O)N(C)C2=O)cc1
→ -5	-1%	-6	-3	8%	-0.1%	0%	8	6
- N#CC(=C=[N-])c1nc2ccccc2nc1-[n+]1cccc(NC(=O)c2ccccc2)c1
→ -11&2	-2%	-2	9	2%	0.5%&1.6%	-3%	-9&6	2&2
- C=CCn1c(SCC(=O)N2CCOCC2)nc2scc(-c3ccco3)c2c1=O
→ -6	-1%	4	17	-15%	2.9%	-3%	0	1
- CCCCOCCCNC(=O)/C=C/c1ccccc1Cl
→ /	-1%	-6	/	-8%	/	-1%	/	/
- CCOc1cc(/C=N/NC(=O)c2cc(C3CC3)[nH]n2)ccc1O
→ -2	0%	1	-9	-4%	3.8%	-6%	15	2
- CCOCCCNC(=O)C1CCN(S(=O)(=O)c2ccc(C)cc2)CC1
→ -2	-5%	-7	6	0%	0.6%	-3%	-6	-1
- CCOC(=O)Cc1c(C(=O)OCC)nnc2c(-c3ccccc3)c(C)nn12
→ 3	-2%	1	-8	-5%	-4.6%	-1%	-1	1
- CC(=O)c1ccc(CCCCc2ccc(C(C)=O)cc2)cc1
→ /	-3%	-4	/	-7%	/	2%	/	/
- CCOc1cc(-c2noc(-c3ccncc3)n2)cc(Br)c1OC
→ 2	1%	0	15	-4%	8.1%	-3%	12	2
- CC1c2cccn2CCN1S(=O)(=O)c1ccc(F)cc1 (stereo not given)
→ -8	0%	0	-3	4%	0.9%	-1%	5	3
- O=C(CN1C(=O)NC2(CCCCC2)C1=O)NCCc1c[nH]c2ccccc12
→ 7	2%	-3	-15	5%	-1.8%	-1%	5	2
- CC(C)CCNC(=O)CN(Cc1cccs1)C(=O)CCC(=O)Nc1nccs1
→ -7	1%	-5	-10	-7%	1.0%	4%	-6	3
- CC1Cc2ccccc2N1C(=O)CSc1nc(N)cc(=O)[nH]1 (stereo not given)
→ -2	/	/	-2	/	0.8%	/	-9	3
- O=c1c2c(-c3ccccc3)csc2ncn1/N=C/c1ccc(O)c([N+](=O)[O-])c1
→ -11	0%	-8	8	3%	0.3%	0%	-12	1
- Cc1cccc(CN(C)C[C@@H]2OCc3cnnn3CCCC(=O)N([C@H](C)CO)C[C@H]2C)c1
→ /	1%	2	/	4%	/	-2%	/	/
- O=C(Nc1ccc(CN2CCOCC2)cc1)c1cccc(F)c1
→ -10	4%	-3	/	-5%	-0.8%	4%	-5	2
- Cc1cc(C(=O)O)ccc1N=Cc1c(O)ccc2ccccc12
→ -2	0%	26	-4	?	2.4%	-5%	-3	1
- CCCCNc1c(-c2ccc(OC)c(SC3CCCCC3)c2)nc2cc(C)ccn12
→ 4	-1%	0	-5	?	18%	-4%	-3	0
